BLM inh = blocks DNA unwinding by human BLM helicase. P54132. recombinant BLM DNA unwinding, fluorescence dequenching. Potency, µM (series often up to 56.1 µM), for inactives: top-dose activity change, negative = inhibition, most hits filed as inhibitors. 0.2% of 350,000 active;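 also: potency is read from the fitted curve at half-maximal effect; plate controls were vehicle for no effect and no enzyme for full effect; nearly all actives have a fitted effect of over 35% in size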
ERG-DNA inh = ERG Ets/DNA interaction inhibition; 0.028% of 370,000 active; Potency, µM (highest dose often 76.9 µM), without a hit: top-dose FP activity, negative = inhibition, actives largely listed as inhibitors; fluorescence polarization, His-ERG Ets domain / labelled DNA; P11308; active = well fitted inhibition curve with a large enough effect in the polarisation, with a control signal flat; inconclusive = small, poorly fitted or top-dose-only effect, or effect the other way, or a change in a side signal; inactive = no such curve, though single readings can be large or run the other way; the % refers to the polarisation;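 also: polarization taken with two DNA probes labelled with fluorescein and Texas red; potency is read from the fitted curve at half-maximal effect; % of control where 0% means no effect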
Target sequence (P11308 whole entry, looked up, the tested form may be a part): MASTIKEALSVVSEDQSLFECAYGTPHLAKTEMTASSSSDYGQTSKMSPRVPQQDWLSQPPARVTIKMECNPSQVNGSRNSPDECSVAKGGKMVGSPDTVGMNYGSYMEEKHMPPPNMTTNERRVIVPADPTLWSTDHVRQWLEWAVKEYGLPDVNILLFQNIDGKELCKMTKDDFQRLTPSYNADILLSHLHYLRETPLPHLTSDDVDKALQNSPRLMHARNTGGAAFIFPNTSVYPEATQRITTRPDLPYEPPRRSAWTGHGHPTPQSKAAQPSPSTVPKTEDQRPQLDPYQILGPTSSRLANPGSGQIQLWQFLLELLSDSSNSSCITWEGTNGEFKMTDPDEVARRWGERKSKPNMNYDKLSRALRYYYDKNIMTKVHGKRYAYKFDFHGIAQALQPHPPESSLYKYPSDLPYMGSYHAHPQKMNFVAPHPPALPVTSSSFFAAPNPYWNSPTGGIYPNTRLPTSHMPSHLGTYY
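His-tagged ERG Ets domain (1 uM in the protein solution; 300mM KCl, 50mM Tris-HCl, 1mM EDTA, 1mM DTT, pH 7.5) received compound, then a probe mix of 5 nM fluorescein-DNA and 100nM Texas-615-DNA. Fluorescence polarization was read for both dyes.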
12-LOX inh = inhibitors of human 12S-lipoxygenase ALOX12. P18054. purified 12hLO, xylenol orange hydroperoxide absorbance. Potency, µM (highest dose often 108 µM), without a hit: at the highest dose activity change, negative = inhibition, hits mostly inhibitors. 1.1% of 580,000 active. AID 1671190; also: potency is read from the fitted curve at half-maximal effect; % is scaled to controls: 0 for no effect and ±100 for the full control effect
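Purified human 12hLO at 150 nM in 25 mM Hepes, 0.01% Triton X-100, pH 7.0, preincubated 15 min at room temperature with compound. Reaction started with 40 uM arachidonic acid, 30 min at room temperature. Hydroperoxide measured by Fe-xylenol orange, 573/405 nm absorbance ratio.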
TRHR ag = agonists of human TRH receptor. P34981. AID 493084. activation, % at 2 µM. TRHR cells, calcium flux fluo-8, FDSS agonist mode. 0.18% of 360,000 active; in the data active = activation above about 30%; also: 0% is about no effect
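TRHR-expressing cells loaded with fluo-8 calcium dye; 23 nL library compound pin-transferred, kinetic FDSS fluorescence (Ex 480/Em 530) recorded about 180 s for agonist-induced calcium release, before a 10 nM TRH EC20 addition for potentiator mode.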
Pol beta inh = inhibitors of human DNA polymerase beta | P06746 | Pol beta primer extension/strand displacement, fluorescence kinetic | AID 485314 | 1.3% of 340,000 active | Potency, µM (highest dose often 114 µM), for inactives: top-dose activity change, negative = inhibition, hits mostly inhibitors; also: potency is read from the fitted curve at half-maximal effect; % is scaled to controls: 0 for no effect and ±100 for the full control effect
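Values derive from four-parameter Hill fits of normalized kinetic data: reads at 0 and 10 min following addition of 50 nM substrate to 10 nM Pol beta preincubated 15 min with compound.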
APEX1 inh = APE1 (human) endonuclease inhibition; P27695; recombinant APE1, TAMRA/BHQ-2 abasic DNA cleavage fluorescence; Potency, µM (top dose mostly 65.8 µM), without a hit: top-dose activity change, negative = inhibition, actives largely listed as inhibitors; 0.35% of 350,000 active; AID 2517;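 also: potency is read from the fitted curve at half-maximal effect; plate controls were vehicle for no effect and reference inhibitor for full effect; nearly all actives have a fitted effect of over 55% in size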
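Kinetic fluorescence read (525 ex/598 em nm, three reads 60 s apart) of AP-site incision; signal = third minus first read. Enzyme 0.75 nM, dual-labelled THF duplex 50 nM, compound preincubation 15 min RT.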
Pol kappa inh = DNA polymerase kappa (human) inhibition; Q9UBT6; purified Pol kappa, fluorescent DNA synthesis assay, 10 min; Potency, µM (titrated, usually from 107 µM), for the others: top-dose activity, negative = inhibition, usual class: inhibitors; 0.53% of 400,000 active; also: potency is read from the fitted curve at half-maximal effect; % is scaled to controls: 0 for no effect and ±100 for the full control effect
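First, compounds were pin-transferred onto 10 nM Pol kappa. After 15 min at room temperature, substrate was added to 50 nM final. Fluorescence was then measured kinetically at 0 and 10 min.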
Anesthetic bind = binds horse apoferritin like a general anesthetic; P02791; Potency, µM (highest dose often 77.5 µM), for inactives: top-dose activity change, negative = displacement, most hits filed as inhibitors; 0.074% of 350,000 active; AID 485281; apoferritin/1-aminoanthracene competitive binding, fluorescence; also: potency is read from the fitted curve at half-maximal effect; % is scaled to controls: 0 for no effect and ±100 for the full control effect; nearly all actives have a fitted effect of over 20% in size
Target sequence (P02791 2-175 limits assumed): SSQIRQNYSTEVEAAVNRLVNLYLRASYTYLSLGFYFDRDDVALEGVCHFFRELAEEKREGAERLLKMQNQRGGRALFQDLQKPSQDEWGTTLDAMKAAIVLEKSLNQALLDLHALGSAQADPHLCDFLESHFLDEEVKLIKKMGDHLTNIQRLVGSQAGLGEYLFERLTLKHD
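Read-out: endpoint 1-AMA fluorescence, excitation 380 nm and emission 535 nm, after compounds sit 10 min at room temperature with 10 uM horse-spleen apoferritin in 50% saturated 1-AMA/PBS. Values come from four-parameter Hill fits.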
Pol iota inh = DNA polymerase iota (human) inhibition | AID 588590 | Pol iota fluorescent replication assay, 10 min | Q9UNA4 | Potency, µM (doses to about 115 µM), for the others: at the top dose activity, negative = inhibition, usual class: inhibitors | 1% of 390,000 active; also: potency is read from the fitted curve at half-maximal effect
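Fluorescent replication assay read twice, at 0 min and 10 min after adding 50 nM (final) substrate. Enzyme (10 nM) and compounds were first incubated 15 min at room temperature; enzyme-free buffer wells were negative controls.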
The depositor's hits bear a star; ? = inconclusive; nt = no result given; & = joins results of further samples; [ ] = another dose, or the depositor's remark. Unless noted, calls follow the shape of the dose curve; as a rule, active = well fitted curve in the direction sought with a large enough effect; inconclusive = small, poorly fitted or top-dose-only effect, or another doubt; inactive = no such curve, though single readings can be large; an effect the other way counts as inactive or inconclusive.

| compound | BLM inh | ERG-DNA inh | 12-LOX inh | TRHR ag | Pol beta inh | APEX1 inh | Pol kappa inh | Anesthetic bind | Pol iota inh |
| --- | --- | --- | --- | --- | --- | --- | --- | --- | --- |
| Cc1ccc(-n2c3c(c(=O)[nH]c2=O)C(NC(=O)C(C)(C)C)(C(F)(F)F)C(=O)N3)cc1 (configuration not stated) | 3% | 3% | -3% | 0.2 | -1% | nt | -1% | -2% | 9% |
| O=C(CC1Sc2ccccc2NC1=O)NCc1ccccc1 (configuration not stated) | -1% | -4% | -8% | -0.3 | 19% | 3% | 8% | 8% | -4% |
| Clc1ccc(SCCCCn2cncn2)cc1 | -1% | 6% | -3% | -1.0 | -2% | -3% | -15% | -1% | -6% |
| O=C(O)c1ccc(/C=C/C(=O)c2ccc3c(c2)OCCCO3)cc1 | -8% | -6% | -10% | -0.5 | 9% | 25% | -3% | 2% | ? |
| COc1ccccc1NC(=O)CSc1nnc(C)o1 | 0% | -1% | -13% | 0.3 | 10% | ? | -1% | -8% | 28% |
| COc1ccccc1N(C)S(=O)(=O)c1ccc(C(=O)NNC(=O)c2ccccc2O)cc1 | nt | 0% | 3% | 0.2 | nt | 13% | -13% | nt | 4% |
| CCC(C)c1ccc(S(=O)(=O)Nc2cccnc2)cc1 (configuration not stated) | 2% | -1% | ? | 0.2 | 33% | 20% | 6% | 1% | ? |
| COc1ccc(NC(=O)CN2CCN(c3nc(-c4ccc(F)cc4)cs3)CC2)c(OC)c1 | -9% | -7% | -1% | -1.0 | 25% | 9% | 5% | -2% | 81%[activator] |
| COc1ccc(NC(=O)c2ccccc2N2C(=O)C3C4C=CC(C5CC45)C3C2=O)c(OC)c1 (configuration not stated) | -2% | -2% | -1% | -0.3 | 0% | -5% | -12% | -6% | 11% |
| CCOC(=O)c1ccc(Nc2nc3ccc(C(=O)c4ccccc4)cc3n3c(C)nnc23)cc1 | -4% | -2% | -4% | 1.0 | 2% | nt | 0% | 1% | 17% |
| FC(F)(F)c1cccc(N2CCN(CC3CC4C=CC3C4)CC2)c1 (configuration not stated) | 0% | nt | ? | 0.2 | 20% | -9% | -4% | -8% | ? |
| CC(=O)N(Cc1cc2cc(C)c(C)cc2n2nnnc12)CC1COCCO1 (configuration not stated) | 5% | -3% | 10% | 0.2 | 18% | -2% | -12% | -6% | 10% |
| O=C(CSc1ncnc2nc[nH]c12)N1CCOCC1 | 1% | -13% | 9% | 0.2 | 10% | 0% | 0% | -9% | -15% |
| CCCCOC(=O)C1=C(C)Nc2ncnn2C1c1ccc(OC)c(OC)c1 (configuration not stated) | -2% | -3% | 0% | -0.5 | 3% | 2% | -1% | -2% | 6% |
| C/C(=C\C(=O)c1ccc(Br)cc1)NNC(=O)c1ccc(O)cc1 | -6% | 4% | -12% | -0.4 | 2% | 52%[activator] | -21% | -17% | -6% |

| compound | BLM inh | ERG-DNA inh | 12-LOX inh | TRHR ag | Pol beta inh | APEX1 inh | Pol kappa inh | Anesthetic bind | Pol iota inh |
| --- | --- | --- | --- | --- | --- | --- | --- | --- | --- |
| Cc1ccc(C(=O)N2CCC(C(=O)c3c(C)cc(C)cc3C)CC2)cc1 | -4% | -4% | nt | -2.3 | 6% | 2% | -14% | -2% | 16% |
| COC(=O)c1ccc2c(=O)n(CCCCCC(=O)N3CCN(c4cccc(C)c4C)CC3)c(=O)[nH]c2c1 | -5% | 0% | ? | -0.3 | -20% | nt | -5%[60.1 µM] | 0% | 8% |
| Oc1ccc2c(c1)oc1cc(O)ccc12 | -4% | 0% | -15% | -1.3 | 3% | -2% | 0% | -7% | 8% |
| Cc1cc(C)c(C(=O)OCCNC(=O)c2cccnc2)cc1C | 0% | -2% | -22% | -0.5 | ? | -2% | -8% | -2% | 0% |
| CCCCN1C[C@H](Cc2ccccc2)[C@@H](CC(=O)Nc2ccccc2)C1=O | -3% | 1% | 14% | -0.6 | 58% | -5% | -10%&-3% | -20% | 18%&10% |
| CCOC(=O)C1=C(N)n2c(s/c(=C\c3cccnc3)c2=O)=C(C#N)C1c1cccnc1 (configuration not stated) | nt | -8% | 7% | nt | nt | nt | -20% | nt | -3% |
| COc1ccc(N(C)S(=O)(=O)c2cccc(C(=O)NC3CCCC3)c2)cc1 | -1% | -6% | 102%[activator] | 0.7 | -16% | 0% | -18% | -17% | 111%[activator] |
| Cc1cccc(CC2C(=O)Nc3ccccc32)c1 (configuration not stated) | -3% | -1% | -15% | -0.2 | -2% | nt | -8% | ? | -5% |
| CCOc1ccc(CCNC(=O)c2cc3c(=O)oc4ccc(C)cc4c3s2)cc1OCC | -6% | 1% | ? | 0.0 | 0% | nt | -23% | -2% | -3% |
| N=c1c(C(=O)NCCc2ccccc2)cc2c(=O)n3ccccc3nc2n1CC1CCCO1 (configuration not stated) | -5% | -11% | ? | -1.2 | 51% | -25% | 1% | 258%[activator] | -6% |
| CN(C)c1ccc(NC(=O)CSCc2nc3c(nnn3Cc3ccc(F)cc3)c(=O)[nH]2)cc1 | -1% | 1% | nt | -0.7 | 28µM* | ? | ? | -15% | 28µM* |
| COC(=O)Cn1ccc(-c2ccc(Cl)cc2)c(C#N)c1=O | -4% | -2% | 2% | -0.8 | 1% | 3% | -11% | -9% | -2% |
| Cc1ccc(C(=O)CC2(O)C(=O)N(CCc3ccccc3)c3ccc(Cl)cc32)cc1 (configuration not stated) | -14% | 6% | ? | -0.8 | -2% | nt | -16% | -16% | -1% |
| O=C(CSc1nnc(-c2ccccc2F)n1C1CC1)Nc1ccc2[nH]c(=O)[nH]c2c1 | -10% | -8% | -2% | -0.1 | -15% | 2% | -13% | -9% | 8% |
| CC(C)NC(=O)COc1coc(CN2CCN(c3cccc(Cl)c3)CC2)cc1=O | -1% | 0% | -5% | 0.6 | ? | 6% | 6% | -9% | 17% |

| compound | BLM inh | ERG-DNA inh | 12-LOX inh | TRHR ag | Pol beta inh | APEX1 inh | Pol kappa inh | Anesthetic bind | Pol iota inh |
| --- | --- | --- | --- | --- | --- | --- | --- | --- | --- |
| O=C1CCC(/C=C/c2ccccc2)=NN1Cc1ccccc1 | -13% | -3% | -19% | -0.9 | -6% | -6% | -1% | -19% | 42%[activator] |
| Cc1cc(NC(=O)C2CC2)ccc1NC(=O)c1cccs1 | 3% | -2% | 25% | -0.4 | -24% | 40% | -9% | 0% | -2% |
| CCOc1ccc(CNC(=O)C2Cc3ccccc3N2C(=O)CC)cc1OC (configuration not stated) | -3% | 1% | -7% | -0.1 | 14% | nt | -16%[60.1 µM] | 50%[activator] | -4% |
| COc1cccc(Cn2c(=O)c(-c3cccs3)nc3cnc(N4CCN(C)CC4)nc32)c1 | -2% | nt | ? | nt | nt | -3% | 6%[60.1 µM] | nt | nt |
| COc1ccc(C)cc1NC(=O)CCNC(=O)c1ccco1 | -4% | -3% | -28% | 0.9 | 38% | 22% | -6% | -14% | 28% |
| CC(=O)NC(CCS(C)(=O)=O)C(=O)Nc1ccccc1 (configuration not stated) | 1% | 7% | 20% | 0.6 | 1% | 0% | -9% | -4% | -3% |
| CC(C)(C)S(=O)(=O)N1C[C@@H]2C(=CC[C@H]3C(=O)N(c4ccccc4)C(=O)[C@@H]23)[C@@H]1CCO | nt | -2% | -19% | nt | nt | nt | 3% | nt | 7% |
| Cc1nc(SCC(=O)Nc2ccccn2)n[nH]1 | -8% | -2% | 0% | 0.4 | 22% | 1% | 3% | -2% | 41%[activator] |
| COc1ccc(CCCc2nnc(SCC(=O)Nc3ccccc3F)o2)cc1 | -3% | 4% | -8% | -0.7 | 9% | -1% | -10% | -16% | 92%[activator] |
| CCc1cnc2c(c1SCC(=O)Nc1ccc(C)cc1C)c(=O)n(C)c(=O)n2C | 0% | 10% | -24% | 0.0 | 2% | nt | -9%[60.1 µM] | -1% | 42%[activator] |

Not all compounds are listed; the hit share may differ from the screen's.
